TMEM16A inh – inhibitors of mouse TMEM16A calcium-activated chloride channel. AID 588511. Q8BHY3. HEK293 TMEM16A/YFP iodide influx fluorescence, ionomycin. normalized B-score (activity score, 25-100; higher = stronger inhibition) at 10 µM. 1.2% of 310,000 active;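 active means ratio plate-corrected score three or more library SD toward inhibition, starting fluorescence score within five deviations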;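 further: score derived from kinetic fluorescence span divided by baseline fluorescence per well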
TRPC4 potent – allosteric potentiators of mouse TRPC4 channel. B-score at 10 µM. Q9QUQ5. HEK293 TRPC4beta/mu-opioid, DAMGO EC20, Fluo-4 Ca2+ flux; stronger effect = higher value. 0.42% of 310,000 active;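 active means B-score of calcium response area above 5 SD of library B-scores, with initial fluorescence ratio within 5 SD of library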;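 further: B-score of integrated fluorescence ratio over time as area under calcium response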
KCNK3 block – human KCNK3 channel inhibition, primary screen. CHO-KCNK3 thallium flux, FluxOR fluorescence; stronger effect = lower value. 0.84% of 340,000 active. O14649. B-score at 10 µM;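 active means B-score under library mean minus 4 SD, starting fluorescence ratio at most library mean plus 5 SD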;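 further: more negative B-score means stronger inhibition of thallium flux through KCNK3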
hERG rescue – compounds protecting human hERG from proarrhythmic drug block; AID 1511; CHO-hERG, FluxOR thallium flux, dofetilide IC70 present; activation (rescue from dofetilide block), less the hit threshold, % at 10 µM; 0.51% of 310,000 active;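 active means activation above the mean of controls blocked by dofetilide plus 5 SD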;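 further: thallium influx through hERG after potassium depolarization seen as dye fluorescence rise; in these data hits start at about 4.7%; inactives centre near -7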
Target sequence (Q12809 whole entry, looked up): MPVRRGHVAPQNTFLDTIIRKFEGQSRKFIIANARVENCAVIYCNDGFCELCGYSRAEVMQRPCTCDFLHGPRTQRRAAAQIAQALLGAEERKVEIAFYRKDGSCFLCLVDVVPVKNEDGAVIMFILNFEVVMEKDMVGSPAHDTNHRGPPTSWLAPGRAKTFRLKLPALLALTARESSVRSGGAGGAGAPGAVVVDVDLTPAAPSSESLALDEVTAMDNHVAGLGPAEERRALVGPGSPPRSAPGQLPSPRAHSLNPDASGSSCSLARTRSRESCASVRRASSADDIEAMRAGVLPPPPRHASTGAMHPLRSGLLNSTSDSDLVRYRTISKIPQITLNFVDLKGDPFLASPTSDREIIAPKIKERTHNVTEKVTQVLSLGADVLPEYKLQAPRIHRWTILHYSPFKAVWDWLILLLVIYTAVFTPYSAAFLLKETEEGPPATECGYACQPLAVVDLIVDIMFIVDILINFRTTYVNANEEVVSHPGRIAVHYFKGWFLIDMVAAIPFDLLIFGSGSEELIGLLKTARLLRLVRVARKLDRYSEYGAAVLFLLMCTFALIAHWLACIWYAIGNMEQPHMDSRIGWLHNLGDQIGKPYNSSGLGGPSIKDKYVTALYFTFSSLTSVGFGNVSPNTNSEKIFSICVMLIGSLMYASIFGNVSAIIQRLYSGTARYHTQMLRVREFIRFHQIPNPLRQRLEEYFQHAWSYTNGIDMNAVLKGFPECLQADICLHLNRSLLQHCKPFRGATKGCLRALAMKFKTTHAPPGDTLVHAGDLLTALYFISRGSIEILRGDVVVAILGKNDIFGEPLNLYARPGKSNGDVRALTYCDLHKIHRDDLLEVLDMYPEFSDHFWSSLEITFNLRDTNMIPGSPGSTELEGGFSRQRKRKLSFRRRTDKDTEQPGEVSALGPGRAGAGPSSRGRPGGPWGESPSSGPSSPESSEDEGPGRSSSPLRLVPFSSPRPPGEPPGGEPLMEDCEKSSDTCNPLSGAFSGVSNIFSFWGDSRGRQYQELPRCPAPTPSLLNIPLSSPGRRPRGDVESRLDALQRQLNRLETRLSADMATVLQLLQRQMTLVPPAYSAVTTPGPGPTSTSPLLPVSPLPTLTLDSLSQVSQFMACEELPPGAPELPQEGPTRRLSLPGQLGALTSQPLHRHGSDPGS
DYRK1A inh – inhibitors of rat Dyrk1A kinase; AID 504441; Q63470; ADP-Glo luminescence, NFATc1 peptide; 0.43% of 310,000 active; inhibition, % at 12.5 µM; in the data active means inhibition above about 50%;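 further: plate controls were vehicle with enzyme for no effect and no enzyme for full effect; many of its hits are not listed in these tables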
TRPC4 act – activators of mouse TRPC4 channel; Q9QUQ5; HEK293 TRPC4beta/mu-opioid, Fluo4 calcium fluorescence; stronger effect = higher value; B-score at 10 µM; 0.49% of 310,000 active; AID 2237;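 active means B-score above 5 SD of library B-scores, and initial fluorescence ratio not above library mean plus 5 SD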;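 further: positive B-score marks a calcium rise read as TRPC4 activation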
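Assay system: HEK293 stable line with TRPC4beta plus mu-opioid receptor. Times: dye 45 min RT, read 110 s. Measured by: kinetic Fluo4 calcium fluorescence. Measure: B score of integrated ratio. Controls: assay buffer as low control, maximal DAMGO as high control.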
KCNK9 block – inhibitors of human KCNK9 two-pore domain potassium channel; Q9NPC2; HEK293 KCNK9, FluxOR thallium flux fluorescence; stronger effect = lower value; B-score at 10 µM; 1.2% of 310,000 active; AID 488922;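 active means ratio B-score over 3 SD below the library mean, with starting fluorescence within 5 SD of its mean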;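 further: negative B-score means less thallium flux so channel inhibition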
KCNQ1 act – potentiates or activates the human KCNQ1 potassium channel | 0.35% of 310,000 active | AID 2648 | CHO-K1 KCNQ1, thallium flux FluxOR fluorescence; stronger effect = higher value | B-score at 10 µM;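 active means fluorescence ratio B-score, a plate-corrected score, at least three library SD, with initial intensity B-score within 5 SD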
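Assay system: CHO-K1 cells stably expressing KCNQ1. Medium: assay buffer for compound exposure, DMSO matched across wells. Timing: 37 °C overnight plating, 90-min dark dye load, 20-min compound pretreatment. Signal: kinetic FluxOR fluorescence, 10 s baseline plus 110 s post-stimulus.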
KCNQ1 inh – inhibitors of human KCNQ1 potassium channel. P51787. CHO-K1 KCNQ1, FluxOR thallium flux fluorescence; stronger effect = higher value. B-score at 10 µM. 1.3% of 310,000 active;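 active means compounds whose thallium flux B-score, printed positive for inhibition, exceeds three library SD while starting fluorescence stays within three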;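 further: channel opened by potassium depolarization with thallium stimulus after 20 min compound exposure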
ANO1 activ – activators or potentiators of mouse TMEM16A chloride channel | AID 623877 | 0.3% of 340,000 active | B-score at 10 µM | HEK293 TMEM16A/YFP-H148Q/I152L, iodide quench fluorescence; stronger effect = lower value | Q8BHY3;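 active means fluorescence-ratio B-score plate-corrected deviation score at least 3 library SD below zero, with starting fluorescence score within 5 deviations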;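 further: channel opened by trigger with iodide after compound preincubation; score built on the fluorescence ratio of max minus min over baseline; more negative score means more quench and so TMEM16A activation or potentiation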
HDAC3 inhib – human HDAC3 inhibition | O15379 | recombinant HDAC3, fluorogenic peptide/trypsin coupled, fluorescence | inhibition, % at 8.3 µM | 0.15% of 320,000 active | AID 2718; in the data active means inhibition above about 26%, passing the limit was not always enough; inconclusive means no clear call, values can overlap the other calls
Active calls of the source: *; i = inactive; u = inconclusive; x = no result given. The list is partial; count on the stated rates, not on these rows.

SMILES	TMEM16A inh	TRPC4 potent	KCNK3 block	hERG rescue	DYRK1A inh	TRPC4 act	KCNK9 block	KCNQ1 act	KCNQ1 inh	ANO1 activ	HDAC3 inhib
CCN(CC(=O)NCc1ccc(F)cc1)CC(O)COCc1cccc(OC)c1 (stereo not given)	i	i	i	-2	-4	i	i	i	i	x	4
Cc1ccc(/C(O)=C/C(=O)C(=O)NNC(=O)C(O)(c2ccccc2)c2ccccc2)cc1	i	i	i	1	x	i	i	13*	i	i	0
Cc1nc(CN2CCC(c3ccccc3)CC2)cc(=O)[nH]1	i	i	i	-4	-4	i	i	i	i	i	8
CSc1nccc(Oc2cncc(Cl)c2)n1	i	i	i	-13	-3	i	i	i	i	i	3
COc1cc(/C=C/C(=O)NC2CCCCC2)cc(OC)c1OC	i	i	i	-9	2	i	i	i	i	i	12
O=C(CNC(=O)c1ccc(Br)cc1)NC1=NCCS1	25*	i	i	-4	2	i	i	i	i	i	10
CC(Oc1cccc(Cl)c1)C(=O)Nc1ccc(N2CCOCC2)cc1N1CCOCC1 (stereo not given)	25*	i	i	-16	6	i	i	i	i	i	-5
COc1ccccc1NC(=O)c1c([N+](=O)[O-])cnn1C	i	i	i	-8	-4	i	i	i	i	i	7
O=C(O)/C=C\C(=O)Nc1ccc(OCc2ccccc2)cc1	i	i	i	-3	2	i	i	i	i	i	12
c1ccc(-c2nn[nH]n2)nc1	i	i	i	-7	-2	i	i	i	i	i	4
CCc1ccc(S(=O)(=O)Nc2c(C)nn(C)c2C)cc1	i	i	i	-8	0	i	i	i	i	i	1
COc1cc(NC(=O)c2cc3ccccc3o2)c(OC)cc1Br	i	i	i	-3	2	i	i	i	i	i	8

Overlap with the part before: two compounds; new compounds follow.
SMILES	TMEM16A inh	TRPC4 potent	KCNK3 block	hERG rescue	DYRK1A inh	TRPC4 act	KCNK9 block	KCNQ1 act	KCNQ1 inh	ANO1 activ	HDAC3 inhib
CCc1ccc(S(=O)(=O)Nc2c(C)nn(C)c2C)cc1	i	i	i	-8	0	i	i	i	i	i	1
COc1cc(NC(=O)c2cc3ccccc3o2)c(OC)cc1Br	i	i	i	-3	2	i	i	i	i	i	8
CC(C)C(c1nnnn1Cc1cccs1)N1CCN(c2ccccc2)CC1 (stereo not given)	i	i	i	-5	-1	i	i	i	i	i	-8
Cc1cccc(NC(=O)CN2C(=O)/C(=C3\SC(=S)N(CC4CCCO4)C3=O)c3ccccc32)c1 (stereo not given)	i	i	i	-9	1	i	i	i	i	i	5
O=C(NCc1cccnc1)c1cc(S(=O)(=O)N2CCOCC2)c(Cl)cc1Cl	i	i	i	-13	-1	i	i	i	i	i	2
N=c1n(Cc2ccccc2)c2ccccc2n1CC(O)COc1ccccc1 (stereo not given)	i	i	i	-23	4	56*	i	i	i	i	1
Cc1ccc(S(=O)(=O)N2CCCc3ccccc32)cc1C	i	i	i	-9	12	i	i	i	i	i	3
Cn1c(=O)c2ncn(CC(=O)N=Nc3c(O)[nH]c4ccccc34)c2n(C)c1=O	i	i	x	-6	x	i	i	i	i	x	6
CC(C)n1c(=O)[nH][nH]c1=S	i	i	i	-4	x	i	i	i	i	i	u
CCc1ccc(NS(=O)(=O)c2cc3[nH]c(=O)c(=O)[nH]c3cc2C)cc1	i	i	i	-2	-1	i	i	i	i	i	-6
Cn1nc(C(=O)Nc2ccc(S(=O)(=O)N3CCCCC3)cc2)ccc1=O	i	i	i	-6	0	i	i	i	i	i	-3
COCCn1c(SCC(=O)NC2CCCCC2)nnc1-c1ccco1	i	i	i	-4	0	i	i	i	i	i	-4
COc1cccc(NC(=O)CN(C)CC(=O)NC(C)c2ccccc2)c1 (stereo not given)	i	i	i	-11	12	i	i	i	i	i	1
Cc1nc2ccccc2n1CCOc1ccccc1	i	i	i	-1	3	i	i	i	i	i	3
Cc1ccc2c(CSc3nc4nc(C)cc(C)n4n3)cc(=O)oc2c1	i	i	i	-15	11	i	i	i	i	i	15
C=CCOC(=O)C1=C[C@@H](C2CCCCC2)C[C@@H](OCc2ccc(CO)cc2)O1	i	i	i	-4	6	i	i	i	i	i	14
COc1ccc(CNC(=O)C2CCC(CNc3nc(=S)[nH]c4ccccc34)CC2)cc1 (stereo not given)	i	i	x	-5	x	i	i	i	i	x	0
Cc1cccc(C)c1Nc1nnc(SCc2cc([N+](=O)[O-])cc3c2OCOC3)s1	i	i	i	-15	7	i	-6.7*	i	i	i	0
O=C(NCCCN1CCCC1=O)c1ccc2c(=O)n(-c3ccc(F)cc3)c(=S)[nH]c2c1	i	i	x	-7	x	i	i	i	i	x	4
CCOc1ccccc1N(C)C(=O)c1cn(CC)c(=O)c2cc(OC)c(OC)cc12	x	i	i	-11	1	i	i	i	i	i	x
O=C(/C=C/c1ccccc1)NCc1ccc2c(c1)OCO2	i	i	i	0	1	i	i	i	i	i	0
CCOC(=O)C1=C(Cc2ccc(F)cc2)C(=O)c2ccccc2C1=O	i	i	i	-14	19	i	i	i	i	i	14
CN1CCN(C(=O)CCc2nc(-c3ccc(Cl)cc3)no2)CC1	i	i	i	-12	-12	i	i	i	i	i	0
O=C(CN1CCN(Cc2ccccc2Cl)C1=O)NC1CCCCCCC1	i	i	i	-15	-4	i	i	i	i	i	-1
CCOc1ccc(N(CC(=O)NCc2cccs2)S(=O)(=O)c2c(C)noc2C)cc1	i	i	i	-1	2	i	i	i	i	i	2
NS(=O)(=O)c1cc(C(=O)N=Nc2c(O)[nH]c3ccccc23)ccc1Cl	i	i	i	-16	12	i	i	i	i	i	4
CCOC(=O)c1c(NC(=O)c2cc3n(n2)C(C(F)(F)F)CC(c2cccs2)N3)sc(C)c1C (stereo not given)	i	i	i	-2	x	i	i	i	i	i	1
NC(=O)C1CCN(C(=O)c2cc3n(n2)C(C(F)(F)F)CC(c2ccco2)N3)CC1 (stereo not given)	i	i	i	-6	0	i	i	i	i	i	-2
Cc1nn(CC(=O)c2ccc(Cl)cc2Cl)c(C)[n+]1N	i	i	i	-7	-1	i	i	i	i	i	-5
COc1ccc(OCC(=O)N/N=C/c2ccc(N(C)C)cc2)cc1	i	i	i	-10	5	i	i	i	i	i	-2
O=C(NCC(=O)N(c1ccc(F)cc1)C(C(=O)NCC1CCCO1)c1ccccc1)c1ccco1 (stereo not given)	i	i	i	-24	-9	i	i	i	i	i	x
Cn1c(=O)n(/N=C/c2ccccc2)c2ccccc21	i	i	i	-7	3	i	i	i	i	i	10
CNc1c(NS(=O)(=O)c2ccc(Cl)s2)c(=O)oc2ccccc12	i	i	i	-4	-4	i	i	i	i	i	-2
C[C@H](NC(N)=O)C(=O)OCC(=O)Nc1ccc(OC(F)F)cc1	i	i	i	-5	1	i	i	i	i	i	3
COc1ccc(CN(CCC(c2ccccc2)c2ccc(OC(C)C)cc2)C(=O)CCl)cc1OC (stereo not given)	i	i	i	-5	-1	i	i	i	i	i	11
COc1cccc(CNC(=O)CN(c2ccc(C(C)C)cc2)S(=O)(=O)c2c(C)noc2C)c1	i	i	i	-10	-3	i	i	i	i	i	-2
O=C(O)c1c(NC(=O)c2cccc3ccccc23)sc2c1CCC2	100*	i	i	-8	-8	i	i	i	i	i	3
COc1ccc(N2CCN(Cc3nc4c(c(=O)[nH]c(=O)n4C)n3CC(C)=O)CC2)cc1	i	i	i	1	-4	i	i	i	i	i	1
Cc1cccc(NS(=O)(=O)c2cc(C(=O)N3CCCCCC3)ccc2C)c1	i	i	i	-15	-2	i	i	i	i	i	-2
O=C(O)COCC(=O)N1CCc2c([nH]c3ccccc23)C1C(F)(F)F (stereo not given)	i	i	i	-3	-3	i	i	i	i	i	-4
O=C(N/N=C/C1CCCCC1)c1ccccc1-n1cccc1	i	i	i	-2	4	i	i	i	i	i	x
COc1ccc(CCNC(=O)C2CCCN(Cc3nc(-c4cccc(Cl)c4)oc3C)C2)cc1OC (stereo not given)	100*	i	i	-9	6	i	i	i	i	i	-2
Cc1cccc(CNS(=O)(=O)c2csc(C(N)=O)c2)c1	i	i	i	-5	-9	i	i	i	i	i	3
CCC(C)(C)C1CCC2(CC1)NC(=O)N(CC(=O)N(C)CC(=O)Nc1ccccc1C(F)(F)F)C2=O (stereo not given)	i	i	i	-8	1	i	i	i	i	i	-1
CCOc1ccc(NC(=O)CN(C)C(=O)c2cc3c(s2)CCCCC3)cc1OCC	i	i	i	-7	15	i	i	i	i	i	-2
Cc1ccccc1CN1C[C@@H]2C[C@@H](c3ccc4nsnc4c3)N3CCC[C@@]23C1=O	i	i	i	-18	12	i	i	i	i	i	1
NC(=O)c1cc(N)ccc1N1CCCC1	i	i	i	-5	-1	i	i	i	i	i	2
Cc1cc(NC2C3CC4CC(C3)CC2C4)n2ncnc2n1 (stereo not given)	i	i	i	-3	-5	i	i	i	i	i	-3
CC(=O)n1c(C=Nc2ccc(Cl)cc2)c(O)c2ccccc21	i	i	i	-15	-8	i	i	i	i	i	0
CCS(=O)(=O)c1ccc2oc(Nc3ccc(C(C)(C)C)cc3)nc2c1	i	i	i	-8	x	i	i	i	i	i	23
COCCCNCCCOc1ccc(C(C)(C)c2ccccc2)cc1	i	i	i	-9	2	i	i	i	i	i	-7
CCOC(=O)COn1c(=O)c(-c2ccc(OC)c(OC)c2)[n+]([O-])c2ccccc21	i	i	x	-4	x	i	i	i	i	x	4
O=C1Nc2ccc(Br)cc2C1(O)c1ccccc1 (stereo not given)	i	i	i	-4	x	i	i	i	i	i	-5
COc1ccc(SCCN2CCN(CC(C)C)CCC2=O)cc1	i	i	i	-10	x	i	i	i	i	i	0
Cc1ccccc1OCC(=O)OCC(=O)NCc1ccco1	i	i	i	-16	1	i	i	i	i	i	8
CCN1C(=O)c2cccc3c(S(=O)(=O)NC(Cc4c[nH]c5ccccc45)C(=O)O)ccc1c23 (stereo not given)	i	i	i	-7	2	i	i	i	i	i	-7
O=C1CN(C(=O)COC(=O)CCNS(=O)(=O)c2ccc(Cl)cc2)c2ccccc2N1	i	i	i	-11	0	i	i	i	i	i	2
COc1cccc(/C=C2\SC(=O)NC2=O)c1OCc1ccc(C(=O)O)cc1	i	i	i	-9	26	i	i	i	i	i	u
Cn1c(=O)[nH]c(=O)c2c1nc(SCCO)n2Cc1ccccc1Cl	i	i	i	0	7	i	i	i	i	i	3

Screens (PubChem BioAssay)
